Source: PubChem BioAssay
M. tuberculosis GlmU: inhibition of mycobacterial GlmU enzyme – biochemical, glucosamine-1-phosphate acetyltransferase (AID 1376) | inhibition, %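 (tested at 30 µM in the primary screen)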; hits with a dose series show IC50 in µM | actives 0.25% (n = 220,000) | M. tuberculosis GlmU acetyltransferase enzyme assay; higher % means a stronger effect; in the data active = inhibition above about 13%;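 note: 0% = complete reaction with vehicle and 100% = reaction without substrate; strong numbers were not always called active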
RmlCD inh 1536: blocks M. tuberculosis RmlC and RmlD coupled enzymes; P9WH09+P9WH11; RmlC+RmlD coupled enzyme assay, percent inhibition; primary screen in compound mixtures; inhibition, % at 3.6 µM; actives 0.03% (n = 160,000); AID 1533; in the data active = inhibition mostly above about 34%, no sharp cut-off; note: some results filed as inactive read as strong as hits
Target sequence (P9WH09 whole entry, looked up): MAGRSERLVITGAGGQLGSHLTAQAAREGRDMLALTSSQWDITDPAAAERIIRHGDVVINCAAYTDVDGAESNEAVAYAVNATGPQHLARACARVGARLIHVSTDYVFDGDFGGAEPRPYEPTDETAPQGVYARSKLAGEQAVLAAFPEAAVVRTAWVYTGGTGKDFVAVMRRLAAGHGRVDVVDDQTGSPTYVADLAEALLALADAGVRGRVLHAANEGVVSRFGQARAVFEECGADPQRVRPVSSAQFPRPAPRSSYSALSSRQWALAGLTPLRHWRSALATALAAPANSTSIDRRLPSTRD
Target sequence (P9WH11 whole entry, looked up): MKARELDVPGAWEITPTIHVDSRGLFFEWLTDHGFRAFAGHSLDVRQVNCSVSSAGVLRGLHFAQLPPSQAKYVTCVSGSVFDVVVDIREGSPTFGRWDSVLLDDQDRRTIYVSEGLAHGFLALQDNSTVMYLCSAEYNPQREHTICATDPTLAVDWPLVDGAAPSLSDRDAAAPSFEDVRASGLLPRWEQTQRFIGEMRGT
Numbers without * were called inactive; . = not tested or not shown. This is a subset; the hit share may differ from the screen's.

No.	Structure	M. tuberculosis GlmU	RmlCD inh 1536
1	Cc1cc(/C(N)=N/OC(=O)Nc2ccc(Cl)cc2)no1	-0.7%	2.8
2	COc1ccc(NC(=O)CS(=O)CC(=O)Nc2cc(Cl)ccc2OC)cc1 (stereo not given)	-3.9%	4.8
3	c1ccc(CSCc2cn3ccsc3n2)cc1	-3.5%	.
4	O=C(c1ccc(-c2ccccc2)cc1)N1CCN(C(=O)c2ccco2)CC1	4.4%	24.1
5	S=C(Nc1ccccc1)N1CCN(c2ccc(N3CCOCC3)nn2)CC1	6.2%	1.3
6	CCCCN=Cc1sc2ccc(OCC)cc2c1O	-1.5%	21.5
7	C#CCOCCOCCOCCNc1nc(N2CCOCC2)nc(N2CCN(C(=O)[C@H](CCC(=O)O)n3cc(C(N)Cc4ccc(O)cc4)nn3)CC2)n1 (stereo not given in full)	-2.6%	.
8	COc1ccc(CCNC(=O)CSCc2ccc(Cl)cc2)cc1OC	-0.4%	26.4
9	COc1cc(NC(=O)COC(=O)c2cnc(C)cn2)c(C)cc1[N+](=O)[O-]	-1.2%	-1.9
10	COc1ccc(CC(=O)Nc2cccc(-c3csc(C)n3)c2)cc1	1.0%	9.8
11	O=C(NCc1ccc2c(c1)OCO2)c1cccc2c1C(=O)N(C1CCCCC1)C2	-1.9%	-28.2
12	COC(=O)Cn1cc(/C=N/NC(=O)c2ccc(C#N)cc2F)c2ccccc21	-1.1%	1.9
13	CSc1ccccc1C(=O)Nc1cccc(C(C)=O)c1	5.7%	.
14	Cc1ccc(NNC(=O)c2ccno2)cc1C	-2.6%	-1.5
15	Cc1c(N/C=C(\Cl)C(=O)C(F)(F)F)c(=O)n(-c2ccccc2)n1C	-4.5%	3.2
16	Cn1c(C(=O)NCCN2CCOCC2)cc2sccc21	0.4%	5.5
17	Cc1ccccc1OCC(=O)N(CC(C)C)c1c(N)n(CC(C)C)c(=O)[nH]c1=O	-5.8%	-4.1
18	Cc1c(Nc2cc(N3CCOCC3)c3nonc3c2[N+](=O)[O-])c(=O)n(-c2ccccc2)n1C	-3.9%	12.6
19	C=CCc1ccccc1OCC(O)CN1CCN(c2ccc(C)cc2)CC1 (stereo not given)	-2.7%	8.7
20	O=C(NN1C(=O)C2C3CCC(O3)C2C1=O)c1ccco1 (stereo not given)	5.9%	-0.4
21	O=C(CSC(=S)N1CCOCC1)Nc1nccs1	4.5%	-13.6
22	O=C(COC(=O)C1COc2ccccc2O1)NC(=O)NC1CCCC1 (stereo not given)	5.4%	-198.5
23	Cc1cc(/C=C2\SC(=S)NC2=O)c(C)[nH]1	13.5%*	-6.5
24	COc1ccccc1CNC(=O)CN(c1ccc(C)cc1)S(=O)(=O)c1c(C)n[nH]c1C	5.7%	.
25	CCCC(=O)Nc1ccc(C(=O)/C=C/c2ccc(SC)cc2)cc1	2.9%	-9.1
26	Cc1ccc(NC(=O)CC2C(=O)NC3CCCCC3N2C(=O)c2ccc(F)cc2)cc1C (stereo not given)	0.7%	-6.8
27	CCOc1ccc(-n2c(SCC(=O)Nc3ccc4c(c3)OCO4)nc3ccccc3c2=O)cc1	0.5%	-0.7
28	COc1ccc(Cc2n[nH]c(=S)n2Cc2ccccc2)cc1Cl	6.9%	.
29	O=C(Cn1cnc2c(cnn2-c2ccc(Cl)cc2)c1=O)NC1CCCCC1	-1.2%	-7.7
30	CCN(CC)c1ccc(/C=N/NC(=O)C(O)c2ccccc2)cc1 (stereo not given)	3.1%	-12.0
31	COc1cccc(N/C(=N/C(=S)Nc2ccc(C)cc2C)Nc2nc(C)cc(C)n2)c1	-3.2%	.
32	CN(C)Cc1ccc(F)cc1Sc1cc(Cl)ccc1Cl	-6.5%	0.1
33	CCOC(=O)c1c(C)oc2ccc(OC(=O)N3CCOCC3)cc12	-2.1%	-1.9
34	CCOC(=O)CSc1nc(C(C)(C)C)nc2ccccc12	-2.2%	-10.1
35	CCCCNC(=S)NC(=O)c1ccc(Cl)cc1Cl	1.3%	-4.6
36	Cc1ccc(OCCn2cnc3ccccc3c2=O)c([N+](=O)[O-])c1	-0.5%	-3.3
37	Cc1ccc(OCC(=O)NCCN2CCOCC2)cc1C	2.5%	8.3
38	CCOc1ccccc1NC(=O)C1CCCCN1S(=O)(=O)c1ccc(F)cc1 (stereo not given)	0.3%	.
39	CN(c1cccc(NC(=O)CN(c2ccc(Cl)c(Cl)c2)S(=O)(=O)c2ccccc2)c1)S(C)(=O)=O	-1.5%	.
40	OC(COC1CCCCC1)CN1CCN(c2ccccc2)CC1 (stereo not given)	-1.3%	-4.8
41	COC(=O)C[C@H]1c2cc(F)ccc2S(=O)(=O)N1Cc1ccccc1	2.4%	.
42	COc1ccc(NC(=O)CSc2nc(O)c(Cc3ccccc3)c(=O)[nH]2)cc1	1.1%	-7.0
43	O=C(NCCCN1CCOCC1)Nc1ccc(Cc2ccc(NC(=O)NCCCN3CCOCC3)cc2)cc1	-2.9%	.
44	Cn1c(N2CCC(C(N)=O)CC2)nc2c1c(=O)n(Cc1ccc(Cl)cc1)c(=O)n2C	5.2%	.
45	COc1ccc(NC(=O)C(CC(C)C)NC(=O)c2ccccc2C)cn1 (stereo not given)	4.6%	.
46	Cc1cccc(CC(=O)N2CCN=C2SCc2ccc([N+](=O)[O-])cc2)c1	-0.1%	8.7
47	Cc1cc(C(=O)COC(=O)c2ccc(N)cc2)c(C)n1-c1c(C)n(C)n(-c2ccccc2)c1=O	-2.7%	.
48	CC1(C)Cc2nc(-c3ccccc3)nc(SCC(=O)N3CCCC3)c2CO1	-3.5%	4.8
49	COc1ccc(N2C(=O)C(CC(=O)Nc3ccc(F)cc3)N(CCc3cccs3)C2=O)cc1 (stereo not given)	-1.5%	4.2
50	COc1ccc(/C=C2/SC(=O)N(CC(=O)Nc3cc(C)on3)C2=O)cc1OC	3.5%	.
51	O=C(Nc1ccc(F)cc1F)c1cc2n(n1)C(C(F)(F)F)C1CCCCC1N2 (stereo not given)	1.1%	11.7
52	COc1ccc2c(c1)oc(=O)c1cc(OC)ccc12	1.1%	.
53	CC(=O)COC(=O)CCc1nc2ccccc2[nH]c1=O	-5.0%	.
54	Cc1ccc(N2C(=S)NC3c4ccccc4OC2(C)C3C(=O)N(C)C)cc1 (stereo not given)	4.0%	-4.7
55	COc1ccc(-c2c(C#N)c(N)nc3c2c(=O)n(C)c(=O)n3C)cc1	0.3%	.
56	O=c1ccc(-c2nc3ccccc3n2Cc2ccccc2Cl)c[nH]1	1.4%	3.0
57	COC(=O)CCCCCc1ccc(C(C)=O)s1	0.1%	-2.9
58	Cc1cccc(N(CC(=O)NCCSc2ccccn2)S(=O)(=O)c2ccccc2)c1	-0.4%	.
59	CCOC(=O)c1[nH]c(C)c(/C(O)=C2\C(=O)C(=O)N(CCN(C)C)C2c2ccc(C)o2)c1C (stereo not given)	-4.9%	11.8
60	CN(CC(=O)Nc1ccc(Cl)c(C(F)(F)F)c1)C(=O)/C=C/c1ccco1	-3.5%	3.8

(further entries)
No.	Structure	M. tuberculosis GlmU	RmlCD inh 1536
61	COc1cccc(C(=O)c2c(C)c(CCC#N)n3ccccc23)c1OC	-3.3%	0.9
62	COc1cc(OC)c(OC)cc1/C=C1/C(=O)NC(=O)N(Cc2ccccc2)C1=O	.	39.4
63	CCCn1nc(NC(=O)C2CCCO2)c2cc3cc(C)ccc3nc21 (stereo not given)	6.5%	-7.9
64	O=C(COc1ccc(Br)cc1Cl)NC(=O)NCc1ccccc1	-5.1%	6.1
65	COc1ccccc1CNC(=O)C(Cc1c[nH]c2ccccc12)NC(=O)OCc1ccccc1 (stereo not given)	2.3%	-10.7
66	CSCC[C@H](NC(=O)NCc1ccccc1F)C(=O)O	-0.5%	3.4
67	O=C1c2ccccc2C2=Nc3ccccc3SC(c3ccc(Cl)cc3)C12 (stereo not given)	-1.7%	.
68	Cc1cc2occ(CC(=O)OCC(=O)Nc3sc4c(c3C#N)CCC(C)C4)c2cc1C (stereo not given)	4.9%	.
69	CCOCCCNC(=O)c1ccccc1SC	2.6%	9.2
70	CCOC(=O)C1=C(N)Oc2cc(C)oc(=O)c2C1c1cccnc1 (stereo not given)	-0.1%	-7.5
71	CC(C)(C)NS(=O)(=O)c1cnc(Cl)c(Cl)c1	1.3%	-2.8
72	COc1cc(S(=O)(=O)N(Cc2ccc(C)cc2)C2CCCCC2)ccc1-n1cnnn1	6.1%	.

Two records picked at random from those above, as already listed:
No.	Structure	M. tuberculosis GlmU	RmlCD inh 1536
61	COc1cccc(C(=O)c2c(C)c(CCC#N)n3ccccc23)c1OC	-3.3%	0.9
64	O=C(COc1ccc(Br)cc1Cl)NC(=O)NCc1ccccc1	-5.1%	6.1

Gathered by group, the entries above with a tert-butyl group (two)
No.	Structure	M. tuberculosis GlmU	RmlCD inh 1536
34	CCOC(=O)CSc1nc(C(C)(C)C)nc2ccccc12	-2.2%	-10.1
71	CC(C)(C)NS(=O)(=O)c1cnc(Cl)c(Cl)c1	1.3%	-2.8

Other structures follow:
No.	Structure	M. tuberculosis GlmU	RmlCD inh 1536
73	CCOC(=O)c1sc2nc(CC(=O)OC)nc(NCC(=O)OC)c2c1C	2.8%	66.8
74	COc1ccccc1N(C)S(=O)(=O)c1ccc(C(=O)OCC(=O)N(C)c2ccccc2)cc1	-1.4%	.
75	COC(=O)c1ccccc1NC(=O)c1ccc(COc2cc(C)cc(C)c2)o1	-0.6%	-8.2
76	CC1=NN(c2ccccc2)C(=O)/C1=C/c1cccs1	-6.6%	-11.6
77	O=C(COc1ncnc2sccc12)Nc1cccc(S(=O)(=O)N2CCCC2)c1	9.0%	0.6
78	Cc1ccc(NC(N)=S)cc1C	5.6%	6.2
79	CSCC[C@H](NC(=O)OC(C)(C)C)C(=O)N/N=C/c1cc2ccc(C)cc2nc1Cl	6.8%	.
80	CC(C)NC(=O)c1nc2ccccc2s1	2.5%	-6.2
81	CCNC(=S)Nn1cnc2ccccc21	0.9%	.
82	COc1ccc(S(=O)(=O)NC(C)C)cc1C(=O)N1CCOCC1	-3.3%	-7.8
83	CCOc1ccc(OCCCN(C)C)cc1	1.3%	.
84	Cc1cccc(N2C(=O)CCC2=O)c1	-0.7%	.
85	CCCCOc1ccc(CSC(CC(=O)O)C(=O)O)cc1 (stereo not given)	0.3%	-10.8
86	NNC(=O)c1ccc(COc2ccc([N+](=O)[O-])cc2)o1	-2.3%	1.8
87	Nc1ccc(N2CCN(C(=O)c3cccs3)CC2)cc1	0.7%	.
88	CCc1nnc(NC(=O)CN2CCN(c3ccccc3F)CC2)s1	-4.8%	8.6
89	CCN(CC)CCN(C(=O)c1cccc([N+](=O)[O-])c1)c1nc2ccc(OC)cc2s1	-0.9%	4.5
90	COc1cccc(NC(=O)c2cc(Cl)nnc2Cl)c1	3.7%	-10.8
91	CCCCOc1ccc(S(=O)(=O)N2CCCCCC2)cc1	2.2%	43.9
92	O=C(Cc1ccccc1)NNC1=NS(=O)(=O)c2ccccc21	6.0%	3.3
93	COc1cccc(C(=O)NC2CCN(CC(=O)Nc3cccc(C)c3C)CC2)c1	-2.2%	-3.3
94	CC(=O)c1cc(CC(=O)N2CCc3c([nH]c4ccccc34)C2c2ccccn2)cs1 (stereo not given)	-0.7%	-8.4
95	COc1cc(N(C)C)c([N+](=O)[O-])cc1C(=O)N1CCN(Cc2ccccc2)CC1	-6.9%	-8.6
96	CCOC(=O)c1sc(=S)n(-c2ccccc2OC)c1N	4.6%	.
97	CCOP(=O)(OCC)C(Nc1cccc(C(F)(F)F)c1)c1ccc(C)cc1 (stereo not given)	-1.0%	17.2
98	O=C(c1cnc2sccn2c1=O)N1CCN(c2ccccc2Cl)CC1	-3.7%	12.9
99	COc1cc(C=O)c(Br)cc1OC1CCCC1	2.1%	.
100	COc1ccccc1/C=C/C(=O)NCC(=O)N1CCC(N(C)C2CCCC2)CC1	-2.3%	5.1
101	COC(=O)c1cc(NC(=O)c2cc(-c3ccc(OC)cc3)oc2C(F)(F)F)ccc1N1CCOCC1	-2.1%	1.7
102	Cc1c(NC(=O)C(C)OC(=O)c2cccnc2)c(=O)n(-c2ccccc2)n1C (stereo not given)	-2.4%	-1.9
103	COC(=O)c1ccccc1NC(=O)Nc1ncccc1C	-6.5%	9.6
104	Cc1nnc(NC(=O)c2ccccc2Br)s1	-5.4%	31.9
105	O=C(CN(C(=O)Cn1nnc(-c2ccc(F)cc2)n1)c1cnc2ccccc2c1)NCC1CCCO1 (stereo not given)	-2.0%	6.3
106	CC(C)[C@H](NC(=O)c1ccccc1)C(=O)OCc1nnc(-c2ccccc2)o1	2.2%	5.8
107	Cc1nnc(SCC(=O)NC2CC2)n1CC1CCCO1 (stereo not given)	2.2%	-10.8
108	Cc1cccn2cc(CNC(=O)c3ccco3)nc12	1.1%	.
109	CCOC(=O)C1=C(C)N(CCO)C(=O)NC1c1ccccc1 (stereo not given)	0.3%	3.4
110	Clc1cccc(C[n+]2cc(-c3ccccc3)n3c2CCC3)c1	1.0%	2.1
111	C=CCON1C(=O)c2ccccc2C1=O	2.6%	22.9
112	O=[N+]([O-])c1cc(Cl)cc(/C=N/n2cnnc2)c1O	0.8%	6.0
113	CC1CCN(C2CC(=O)N(c3ccccc3)C2=O)CC1 (stereo not given)	-3.0%	10.9
114	Cc1cc(C)cc(NS(=O)(=O)c2ccc(NC(=S)Nc3ccccc3)cc2)c1	10.2%	5.3

Compound profiles (already shown):
Profile of Cc1cc(C)cc(NS(=O)(=O)c2ccc(NC(=S)Nc3ccccc3)cc2)c1 = M. tuberculosis GlmU = 10.2%; RmlCD inh 1536 = 5.3
Profile of CCOC(=O)C1=C(C)N(CCO)C(=O)NC1c1ccccc1 (stereo not given) = M. tuberculosis GlmU = 0.3%; RmlCD inh 1536 = 3.4
